HUVEC tox IL1B: HUVEC cytotoxicity counter-screen, IL-1B stimulated. HUVEC cell count loss, Hoechst imaging. 94,000 compounds, 0.41% hits. cell count reduction, % at 2 µM;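 active = cell count reduction more than 3 SD above the screen-wide mean, cut at about 70% in these data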;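 note: normalized per plate to untreated control cells as the no-loss baseline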
TNFa cytotox: toxic to HUVEC cells under TNF alpha stimulation. HUVEC TNFalpha-stimulated, Hoechst cell count, imaging. cell count reduction, % at 2 µM. 93,000 compounds, 0.17% hits;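 active = cell count reduction exceeding the screen mean by over 5 SD, scaled to untreated wells per plate, cut at about 78% in these data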;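 note: cells counted after 24 h of TNF alpha exposure following the 1 h pretreatment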
PLK1 PBD inh: inhibitors of human Plk1 polo box domain binding; inhibition, %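 (tested at about 20 µM)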; 97,000 compounds, 0.13% hits; P53350; Plk1 PBD phosphopeptide binding, fluorescence polarization; in the data active = inhibition above about 34%, passing the limit was not always enough
VCAM1 TNFa inh: reduces TNF alpha induced VCAM1 expression in HUVEC. HUVEC TNFa-induced VCAM-1 immunofluorescence, high-content imaging. inhibition, % at 2 µM. 95,000 compounds, 0.48% hits;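 active = inhibition above the batch mean plus 3 SD, with images confirmed as a hit by eye, cut at about 37% in these data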;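 note: 0% = TNF-stimulated DMSO wells and 100% = unstimulated control wells; not every result past the cut was called active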
PLK1 kinase inh: blocks human PLK1 kinase activity | 97,000 compounds, 0.53% hits | inhibition, % at 10 µM | AID 619 | recombinant PLK1 kinase, TR-FRET peptide phosphorylation;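 active = inhibition of 50% or more in the single-concentration screen; inactive = inhibition below 50%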;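 note: 0% = DMSO max control and 100% = H-89 dihydrochloride min control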
cytoskel mod: alters cytoskeleton assembly in HUVEC cells | HUVEC TNFa F-actin phalloidin imaging, high content | inhibition, % at 2 µM | 91,000 compounds, 0.18% hits;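 active = inhibition above the batch mean plus 3 SD and confirmed as a hit by visual image inspection, cut at about 30% in these data, passing the limit was not always enough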; note: strong numbers were not always called active
hDAT+cocaine: human DAT dopamine uptake with cocaine, either direction; Q01959; LLC-PK1 hDAT cells, [14C]-dopamine uptake with cocaine IC80; actives deviate in either direction; B-score at 10 µM; 110,000 compounds, 1.3% hits; AID 449768;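 active = Z score or B-score, a plate-position-corrected score, falls beyond the plate's 99.7% confidence bounds, in either direction; inactive = both scores lie inside the 99.7% bounds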;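 note: scored against the spread of the other compound wells on the same plate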
sEH inhibitor: inhibitors of human soluble epoxide hydrolase; P34913; recombinant human sEH enzymatic activity assay; inhibition, % at 2 µM; 91,000 compounds, 0.34% hits; in the data active = inhibition above about 80%; note: values of inactives mirror those of a sister screen read the other way; many of its hits are not listed in these tables
Target sequence (P34913 whole entry, looked up): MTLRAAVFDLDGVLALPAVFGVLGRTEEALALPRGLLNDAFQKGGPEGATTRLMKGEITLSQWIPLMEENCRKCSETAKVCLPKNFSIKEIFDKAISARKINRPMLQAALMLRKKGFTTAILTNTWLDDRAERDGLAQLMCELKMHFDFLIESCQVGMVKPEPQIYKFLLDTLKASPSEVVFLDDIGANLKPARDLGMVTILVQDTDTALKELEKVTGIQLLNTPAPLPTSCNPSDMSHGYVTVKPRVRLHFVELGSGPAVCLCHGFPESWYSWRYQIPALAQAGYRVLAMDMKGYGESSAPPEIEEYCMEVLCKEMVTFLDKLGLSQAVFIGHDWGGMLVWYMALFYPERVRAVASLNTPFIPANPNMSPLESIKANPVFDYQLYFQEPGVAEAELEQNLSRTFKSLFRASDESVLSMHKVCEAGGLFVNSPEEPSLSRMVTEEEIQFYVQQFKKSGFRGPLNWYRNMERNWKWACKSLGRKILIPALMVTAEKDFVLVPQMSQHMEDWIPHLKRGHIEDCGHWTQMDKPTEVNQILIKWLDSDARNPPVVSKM
E coli WT exp: growth inhibitors of E. coli BW25113 wild type; OD600 absorbance; 98,000 compounds, 0.15% hits; growth inhibition, % at 100 µM; AID 710;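 active = growth inhibition above about 50% at one test dose, limit read from the data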;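 note: growth measured after 20 h incubation at 37 °C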
An asterisk follows results filed as active; . = not tested or not shown. Outcome played no part in choosing rows (roughly 3.4% active in at least one column).

molecule	cytoskel mod	hDAT+cocaine	HUVEC tox IL1B	TNFa cytotox	VCAM1 TNFa inh	sEH inhibitor	E coli WT exp	PLK1 kinase inh	PLK1 PBD inh
Cc1cc(C)n(-c2nc3c(c(=O)[nH]c(=O)n3C)n2CC(O)COc2ccccc2)n1 (stereo unspecified)	-46	0.14	-43	-4	-8	-2	1	-1	8
Cc1cc(C)c(OCC(=O)Nc2ccc3c(c2)OCO3)cc1C	6	-0.056	-9	-9	17	19	-3	-7	-1
CC(C)Oc1ccc2ccccc2c1C=O	-2	.	7	0	23	3	8	-2	-20
CC(C)c1cc(C(=O)O)n[nH]1	18	-0.71	2	40	25	-5	-5	-2	8
CNS(=O)(=O)c1cccc(C(=O)OCC(=O)N2CCc3ccccc3C2)c1	2	-0.82	-109	-24	-3	-8	-2	-4	-1
Cc1[nH]n(-c2cccc(Cl)c2)c(=O)c1C=NC12CN3CN(CN(C3)C1)C2	24	-0.22	-12	1	3	-10	-1	-6	-34
Cc1ccccc1NC(=O)/C(=C\c1cccs1)NC(=O)c1ccccc1	15	0.031	-19	4	12	6	0	-5	30
CCC(=O)Nc1nc(OC)cc(OC)n1	-7	-0.075	-34	.	-2	-8	-1	-10	6
O=C(CSc1nc2cc3c(cc2c(=O)n1CCC1=CCCCC1)OCO3)NCc1ccco1	-14	.	4	-24	31	4	-13	-11	21
c1ccc(Oc2cccc(CN3CCCCC3)c2)cc1	2	-0.35	-10	-32	-5	17	1	9	-14
CC(NS(=O)(=O)c1ccc(F)cc1)C(c1cccs1)N1CCN(C)CC1 (stereo unspecified)	-1	-0.1	10	2	-11	4	.	-11	-5
O=C(O)c1ccccc1C(=O)N(Cc1ccccc1)Cc1ccccc1	.	0.73	7	-24	-1	-8	7	-10	-4
Cc1cc(C)n(-c2ccc(C(=O)Oc3ccc4c(c3)OCO4)cc2)n1	-2	-0.045	-32	-13	-26	-9	-7	-10	-9
COC(=O)/C(=C/Nc1ccc(O)cc1)[N+](=O)[O-]	.	0.13	11	-26	6	-14	-1	3	-6
COc1cc(CNCC(C)C)cc(Br)c1OCC(=O)Nc1ccccc1	0	1.3	24	-12	-2	-2	.	-16	10
C=C(C)C1CC=C(C)/C(=N/NC(=O)c2ccc(NC(=O)CCC)cc2)C1 (stereo unspecified)	-5	0.21	12	3	28	0	-11	-7	-5
CCC(Sc1nc(-c2ccccc2)c(C#N)c(=O)[nH]1)C(=O)Nc1nnc(C)s1 (stereo unspecified)	6	-0.45	-9	-49	-47	-10	5	-5	-21
O=C(NNS(=O)(=O)c1cc(Cl)cc(Cl)c1)c1sccc1-n1cccc1	27	0.82	-23	-27	11	-6	4	-6	-9
CC(C)CC(NC(=O)C(NC(=O)OC(C)(C)C)C(C)C)C(=O)NC(CCC(=O)OCc1ccccc1)C(N)=O (stereo unspecified)	12	-0.35	-33	-31	-6	-9	.	-12	2
CC12CCC(C(=O)NCc3ccc4c(c3)OCO4)(CC1=O)C2(C)C (stereo unspecified)	3	0.45	-18	-25	27	2	-1	-12	-11
Cc1cc(=O)n2c3c(cccc13)CCC2	-14	0.38	-24	0	-8	-8	9	-10	-3
CCOC(=O)COc1cccc2c(=O)n(CC(=O)N3CCc4ccccc43)ccc12	8	-0.54	2	-40	10	.	-2	-11	4
O=C(Nc1cccc(Cl)c1)N1CCN(Cc2ccccc2)CC1	8	-0.014	-13	0	3	7	24	6	2
Cc1ccc(F)cc1NC(=O)C1CCN(c2cnccn2)CC1	26	-0.21	-4	-12	1	-15	-2	25	-9
CCCn1nc2cc(C(=O)NCCCCc3ccccc3)ccc2c1OCC	-8	0.95	25	-5	21	-1	0	-13	-15
O=S(=O)(c1ccccc1)N(C1=NCCS1)S(=O)(=O)c1ccccc1	19	-0.33	12	-37	4	12	-6	4	-2
O=C(NC1CCCCC1)c1cnn2c(C(F)(F)F)cc(-c3ccco3)nc12	-26	-0.81	-1	18	20	46	-3	-6	4
COc1ccc(C(=O)CSc2nnc(-c3ccco3)n2C)cc1	-26	1.6	2	-2	14	-12	-6	-2	-4
NC(=O)C1CCN(C(=O)c2cc3n(n2)C(C(F)(F)F)CC(c2ccco2)N3)CC1 (stereo unspecified)	18	-0.91	-13	-41	22	-2	2	-18	-21
O=C(N/N=C/c1ccccn1)C1CC1	6	-2.2	-9	-54	-32	12	-2	-7	0

Rewritten as labelled records: 3 of the compounds above
> O=S(=O)(c1ccccc1)N(C1=NCCS1)S(=O)(=O)c1ccccc1
  cytoskel mod = 19
  hDAT+cocaine = -0.33
  HUVEC tox IL1B = 12
  TNFa cytotox = -37
  VCAM1 TNFa inh = 4
  sEH inhibitor = 12
  E coli WT exp = -6
  PLK1 kinase inh = 4
  PLK1 PBD inh = -2
> O=C(NC1CCCCC1)c1cnn2c(C(F)(F)F)cc(-c3ccco3)nc12
  cytoskel mod = -26
  hDAT+cocaine = -0.81
  HUVEC tox IL1B = -1
  TNFa cytotox = 18
  VCAM1 TNFa inh = 20
  sEH inhibitor = 46
  E coli WT exp = -3
  PLK1 kinase inh = -6
  PLK1 PBD inh = 4
> COc1ccc(C(=O)CSc2nnc(-c3ccco3)n2C)cc1
  cytoskel mod = -26
  hDAT+cocaine = 1.6
  HUVEC tox IL1B = 2
  TNFa cytotox = -2
  VCAM1 TNFa inh = 14
  sEH inhibitor = -12
  E coli WT exp = -6
  PLK1 kinase inh = -2
  PLK1 PBD inh = -4

Additional structures.
molecule	cytoskel mod	hDAT+cocaine	HUVEC tox IL1B	TNFa cytotox	VCAM1 TNFa inh	sEH inhibitor	E coli WT exp	PLK1 kinase inh	PLK1 PBD inh
CC(=O)N1CCc2cc(Br)cc(S(=O)(=O)NCCCN3CCC(C)CC3)c21	2	-0.033	21	-6	0	13	5	-17	-20
COc1ccc(-c2cnc(SCC(=O)Nc3cc(C)on3)n2Cc2ccco2)cc1	-15	-1.2	-2	-8	13	46	-13	-1	-17
Cc1cc(NC(=O)c2ccc(S(=O)(=O)N3CCOCC3)cc2)nc2c1c(=O)oc1ccccc12	4	.	12	-6	6	0	-12	-8	-1
CCCNS(=O)(=O)c1cccc2cccnc12	-4	-0.011	-11	-24	18	8	7	-14	-10
CC1=NC(=O)C(N=Nc2ccccc2C)N1c1ccccc1 (stereo unspecified)	-5	.	32	-1	-4	6	.	-10	-27
COc1ccccc1NS(=O)(=O)c1ccc(C)c(C(N)=O)c1	-3	-0.56	-9	-15	18	-2	5	-15	-9
CC(C)CC(=O)Nc1cccc(-c2csc(-c3ccccc3)n2)c1	0	0.87	23	-15	-1	-19	-13	-2	17
CC(=O)c1ccc(-n2nnnc2SCC(=O)N2CCN(C(=O)c3ccco3)CC2)cc1	-4	0.18	16	-2	-2	.	1	-10	-19
CCOC(=O)N1CCN(S(=O)(=O)c2cc(-c3nn4c(C)nnc4c4ccccc34)ccc2C)CC1	23	0.86	-16	-13	-6	8	-1	-9	-19
CCOC(=O)c1c(N)sc2c1CCC(CC)C2 (stereo unspecified)	-6	0.11	-5	-20	10	0	11	-5	-19
CC(=O)Nc1ccc(S(=O)(=O)NC2(C(F)(F)F)NC(=O)N(C3CCCCC3)C2=O)cc1 (stereo unspecified)	.	0.087	-6	-15	0	-5	3	-4	8
CCOC(=O)CNC(=O)Cn1cnc2ccc(S(=O)(=O)N3CCC(C)CC3)cc2c1=O	26	0.086	8	-20	-16	.	0	11	-24
CCn1c(SCC(=O)Nc2sc3c(c2C#N)CCCC3)nnc1-c1ccncc1	-3	2.2	28	-5	-2	-2	.	-2	-13
N#Cc1c(NC(=O)c2cc(C3CC3)on2)sc2c1CCC2	-20	0.45	14	-5	18	-9	1	-9	-21
O=S(=O)(c1ccc(OCC(O)CN2CCC(Cc3ccccc3)CC2)cc1)N1CCOCC1 (stereo unspecified)	-2	-2.2	-27	-3	7	7	0	-3	-9
CN(C)/C=C1/C=C(c2ccccc2)OC1=O	-5	0.16	2	-13	-1	5	0	-8	9
O=S(=O)(/N=C(\Sc1ccc(Cl)cc1)c1ccccc1)c1ccccc1	16	-1.4	12	-35	11	.	2	-4	-25
O=C(Cc1sc(-c2ccccc2)nc1-c1ccccc1)Nc1ccc(Cl)cc1	4	-0.65	.	-25	-3	4	-12	-2	28
Cc1csc(SCCn2c(N3CCCC3)nc3c2c(=O)[nH]c(=O)n3C)n1	-14	-0.0056	21	.	32	-5	-5	-5	-26
NS(=O)(=O)c1ccc(CCNC2CC(=O)N(Cc3ccccc3)C2=O)cc1 (stereo unspecified)	-17	0.31	-35	-11	6	-4	-4	-11	-1
Cc1nc(SCC(=O)Nc2ccccc2C(F)(F)F)c2c(=O)n(C)c(=O)n(C)c2n1	-2	.	-39	2	7	8	.	-6	12
CC(C)CC(=O)Nc1ccc(N2CCOCC2)cc1	9	-1.7	8	-3	21	9	3	2	-2
CCOC(=O)C1(C(=O)O)NC(=O)CC1c1ccccc1 (stereo unspecified)	0	-0.67	0	-10	5	-7	-2	-4	1
CCC(C)(C)NC(=O)CN(Cc1cccs1)C(=O)CCC(=O)Nc1nccs1	-12	0.12	-11	-16	1	6	-3	27	-9
CCCOC(=O)C1=C(C)NC2=C(C(=O)CCC2)C1c1ccc(N(C)C)cc1 (stereo unspecified)	-24	-0.057	-130	-4	25	1	0	-7	8

Molecules shown so far with an NH in an aromatic ring, in the order listed:
molecule	cytoskel mod	hDAT+cocaine	HUVEC tox IL1B	TNFa cytotox	VCAM1 TNFa inh	sEH inhibitor	E coli WT exp	PLK1 kinase inh	PLK1 PBD inh
Cc1cc(C)n(-c2nc3c(c(=O)[nH]c(=O)n3C)n2CC(O)COc2ccccc2)n1 (stereo unspecified)	-46	0.14	-43	-4	-8	-2	1	-1	8
CC(C)c1cc(C(=O)O)n[nH]1	18	-0.71	2	40	25	-5	-5	-2	8
Cc1[nH]n(-c2cccc(Cl)c2)c(=O)c1C=NC12CN3CN(CN(C3)C1)C2	24	-0.22	-12	1	3	-10	-1	-6	-34
CCC(Sc1nc(-c2ccccc2)c(C#N)c(=O)[nH]1)C(=O)Nc1nnc(C)s1 (stereo unspecified)	6	-0.45	-9	-49	-47	-10	5	-5	-21
Cc1csc(SCCn2c(N3CCCC3)nc3c2c(=O)[nH]c(=O)n3C)n1	-14	-0.0056	21	.	32	-5	-5	-5	-26

Bioassay records deposited in PubChem by several laboratories.
